CHT PAM = allosterically activates the human high affinity choline transporter; AID 488977; CHT-expressing cells, membrane potential dye, choline EC20; hits give high values; LV-AA mutant CHT in HEK293 cells; 310,000 tested, 0.49% active; B-score at 10 µM;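 active = initial fluorescence not abnormally high and integrated response B-score, plate-corrected, over 3 SD above library mean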
Target sequence (Q9GZV3 whole entry, looked up): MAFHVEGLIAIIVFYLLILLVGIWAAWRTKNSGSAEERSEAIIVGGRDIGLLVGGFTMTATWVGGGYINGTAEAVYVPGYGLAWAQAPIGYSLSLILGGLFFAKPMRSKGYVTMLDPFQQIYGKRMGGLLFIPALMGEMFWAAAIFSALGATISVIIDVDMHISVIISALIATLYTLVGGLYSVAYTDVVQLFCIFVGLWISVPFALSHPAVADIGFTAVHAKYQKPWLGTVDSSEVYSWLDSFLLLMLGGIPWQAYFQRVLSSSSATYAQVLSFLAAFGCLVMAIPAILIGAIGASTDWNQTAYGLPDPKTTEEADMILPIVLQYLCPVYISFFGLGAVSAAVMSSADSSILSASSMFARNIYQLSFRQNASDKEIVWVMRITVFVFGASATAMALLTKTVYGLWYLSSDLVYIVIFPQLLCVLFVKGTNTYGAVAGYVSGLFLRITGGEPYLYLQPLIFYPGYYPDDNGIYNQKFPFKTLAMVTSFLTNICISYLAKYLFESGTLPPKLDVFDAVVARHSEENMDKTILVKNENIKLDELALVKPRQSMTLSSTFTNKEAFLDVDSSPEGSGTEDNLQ
OX1R antagonist = antagonists of human orexin 1 receptor. inhibition, % at 5 µM. CHO/OX1R cells, Fluo-8 calcium fluorescence, orexin A. 330,000 tested, 0.43% active. AID 434989;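 active = inhibition above its plate's threshold, mean inhibition of all tested compounds on the plate plus 3 SD, cut at about 37% in these data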;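 note: 0% = orexin A challenge wells and 100% = SB-334867-A antagonist wells; not every result past the cut was called active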
Target sequence (O43613 whole entry, looked up): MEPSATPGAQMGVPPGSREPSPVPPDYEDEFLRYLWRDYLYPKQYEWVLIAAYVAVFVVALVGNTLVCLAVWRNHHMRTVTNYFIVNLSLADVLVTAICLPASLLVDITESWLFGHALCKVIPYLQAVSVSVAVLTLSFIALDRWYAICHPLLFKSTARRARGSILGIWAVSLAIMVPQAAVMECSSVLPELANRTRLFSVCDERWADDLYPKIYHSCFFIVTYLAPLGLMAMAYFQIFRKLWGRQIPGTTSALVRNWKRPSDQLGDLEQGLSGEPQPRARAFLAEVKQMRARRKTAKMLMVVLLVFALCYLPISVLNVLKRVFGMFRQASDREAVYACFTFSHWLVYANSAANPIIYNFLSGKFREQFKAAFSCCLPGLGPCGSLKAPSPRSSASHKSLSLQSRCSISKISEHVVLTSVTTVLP
Active calls of the source: *; i = inactive; nt = no result given. Rows were taken by chance. Share with any hit: about 0.8%.

Each structure is followed by: CHT PAM, OX1R antagonist
> CN(C(=O)COC(=O)C1(C)CC1(Cl)Cl)c1c(N)n(Cc2ccccc2)c(=O)[nH]c1=O (configuration not stated)
  nt, -14
> Cc1ccc(SCc2c(C(=O)N/N=C/c3ccccc3)nnn2-c2nonc2N)cc1
  i, 22
> CC(C)[C@H](NC(=O)c1cccc(S(=O)(=O)N2CCOCC2)c1)C(=O)NCc1ccc(F)cc1
  nt, -21
> Cc1ccc(Cl)c(OCC(=O)NCC(c2cccs2)N2CCOCC2)c1 (configuration not stated)
  i, -26
> COc1ccc(CNC(=O)C/C(C)=N/NC(=O)Cc2ccc(OC)cc2)cc1
  i, -19
> CN(C(=O)COC(=O)c1ccc(Br)c(S(=O)(=O)N2CCOCC2)c1)C1CCCCC1
  nt, -15
> CCc1nccn1C(=O)c1cnn2c(C(F)F)cc(-c3ccc(C)cc3)nc12
  i, -1
> Cc1cc(C)nc(NC(=O)CCN2C(=O)c3ccccc3S2(=O)=O)n1
  i, 9
> O=C(Nc1cccc(S(=O)(=O)NC2=NCCC2)c1)C1CCC1
  i, -14
> COc1ccc(C(=O)Nc2cc(C)on2)c(OC)c1
  i, -8
> CCCCCCN=C(C)C1=C(O)C(C(=O)OC)C(C)(C)CC1=O (configuration not stated)
  i, -21
> Cc1ccc(CNC(=O)C(NS(=O)(=O)c2cccs2)C(C)C)cc1 (configuration not stated)
  i, -18
> Cc1ccc(CN2CCN(CC(=O)N3CCC(C(N)=O)CC3)C2=O)cc1
  i, -1
> CC(=O)c1c(C)nn(CC(=O)NC2CCCN(Cc3ccc(CC(C)C)cc3)C2)c1C (configuration not stated)
  i, -24
> COc1ccc(OCC(O)CNC(=O)Nc2cc(F)ccc2C)cc1 (configuration not stated)
  i, -24
> CCCn1c(SCC(=O)NCCCN2CCCC2=O)nc2ccccc2c1=O
  nt, -9
> CC(=O)Nc1ccc(N2C(=O)C3C4C=CC(CC4)C3C2=O)cc1 (configuration not stated)
  i, nt
> COc1ccccc1-n1c(SCC(N)=O)nnc1-c1ccccc1
  i, 5
> CCc1nnc(NC(=O)c2cccc(S(=O)(=O)N3CC(c4ccccc4)CC3=O)c2)s1 (configuration not stated)
  i, -16
> Cc1ccccc1C(=O)NC1CCN(CC(=O)NC2CCCCC2)CC1
  i, -24
> O=C(O)CN1C(=O)/C(=C\c2cc(Br)ccc2OCc2ccccc2Cl)SC1=S
  i, -9
> COc1ccc(CN2C[C@H](C)[C@@H](CC(=O)NCc3ccccc3)C2=O)cc1
  i, -22
> COc1ccc(C)cc1NC(=O)CCCN1C(=S)NC(C)(C)CC1C (configuration not stated)
  i, -12
> Nn1c(SCc2ccc(F)cc2)nnc1-c1cccnc1
  i, -14
> O=C(NCCc1ccccc1)C1CCN(C2CCN(Cc3ccc(CO)o3)CC2)CC1
  i, -10
> CN(c1ccccc1)S(=O)(=O)c1ccc(C(=O)Nc2nccs2)cc1
  i, -11
> COc1ccc(CC(NC(=O)c2ccccc2)C(=O)NCC(=O)O)cc1 (configuration not stated)
  i, -16
> O=C(c1cccc2c1C(=O)N(Cc1cccnc1)C2)N1CCN(c2ccccc2)CC1
  i, -15
> CN(C)C(=O)CCc1ccc2c3c([nH]c2c1)[C@]1(C)[C@@H](C(=O)N2CCCCC2)C[C@H](CC(=O)NCC24CC5CC(CC(C5)C2)C4)C(=O)N1CC3
  nt, -28
> COc1ccc(N2Cc3ccccc3C2)cc1Cl
  i, -10

By substructure: the entries above containing a Cl atom.
Each structure is followed by: CHT PAM, OX1R antagonist
> CN(C(=O)COC(=O)C1(C)CC1(Cl)Cl)c1c(N)n(Cc2ccccc2)c(=O)[nH]c1=O (configuration not stated)
  nt, -14
> Cc1ccc(Cl)c(OCC(=O)NCC(c2cccs2)N2CCOCC2)c1 (configuration not stated)
  i, -26
> O=C(O)CN1C(=O)/C(=C\c2cc(Br)ccc2OCc2ccccc2Cl)SC1=S
  i, -9
> COc1ccc(N2Cc3ccccc3C2)cc1Cl
  i, -10

Further records.
Each structure is followed by: CHT PAM, OX1R antagonist
> Cc1ccc(OCC(=O)Nc2ccccc2Sc2ccc(Cl)cc2)c([N+](=O)[O-])n1
  i, -24
> CCNc1ccc(C(=O)OCC)cc1NC(=O)c1cccc(N(C)C)c1
  i, -29
> COc1ccc(Cl)cc1NC(=O)CN(C)C(=O)c1ccc2c(c1)OCCO2
  i, -19
> CCC(C)NC(=O)C1CCN(S(=O)(=O)c2cccc3cccnc23)CC1 (configuration not stated)
  i, -10
> Cc1ccccc1Cn1ccc(NC(=O)c2cnn3c2NC(c2ccccc2)CC3C(F)(F)F)n1 (configuration not stated)
  i, 2
> O=C(NCC1CCCN(Cc2ccc3nonc3c2)C1)c1ccc(F)cc1 (configuration not stated)
  i, -18
> COc1cc(C(C)=O)ccc1OCC(=O)c1cc(C)n(C2CC2)c1C
  i, -22
> Cc1[nH]n(-c2ccccc2)c(=O)c1/C=N/c1ccccn1
  i, -8
> CCOC(=O)C1CCN(C(=O)C(C)Sc2nnc3ccccn23)CC1 (configuration not stated)
  nt, -2
> COc1ccc(CCN(C)CCCC(C#N)(c2cc(OC)c(OC)c(OC)c2)C(C)C)cc1OC (configuration not stated)
  i, -12
> COc1ccc(C(=O)CC(=O)C(=O)Nc2ccc(Cl)cc2)cc1
  i, -6
> O=C(COC(=O)COc1ccc(Cl)cc1Cl)NC1CCCCCC1
  nt, -18
> CN(Cc1nccs1)C(=O)CC1C(=O)NCCN1Cc1ccc(-c2ccccc2)cc1 (configuration not stated)
  i, -15
> Cc1ccccc1C(=O)N1CCC(C(=O)N2CCCc3ccccc32)CC1
  nt, -10
> Cc1cc(Cn2nc(-c3ccccc3C)cc2C(=O)O)on1
  nt, -12
> O=C(CSc1nnc(-c2c[nH]c3ccccc23)o1)N(Cc1ccccc1)c1ccc(F)cc1
  i, 14
> CC[C@]12c3[nH]c4cc(CCC(=O)N(C)C)ccc4c3CCN1C(=O)[C@@H](CC(=O)NC(C)(C)C)C[C@@H]2C(=O)N1CCN(C(=O)c2ccco2)CC1
  nt, -8
> CS(=O)(=O)N(CC(=O)Nc1cccc([N+](=O)[O-])c1)c1ccccc1
  i, -15
> O=[N+]([O-])c1ccc(C2CCCC/C2=N\OCc2cccc(F)c2)c([N+](=O)[O-])c1 (configuration not stated)
  i, -14
> CSc1nccc(N2CCN(c3ccc(F)cc3)CC2)n1
  i, -24
> Cc1cc(C(=O)N/N=C2\CCCC(C)C2)n[nH]1 (configuration not stated)
  i, -14
> CC(=O)Nc1ccc(SCc2csc(C)n2)cc1
  i, -9
> Cc1cccc2c1-c1sc(C(=O)Nc3nccs3)cc1CO2
  i, -2
> CCC1CCCCN1Cc1ccc(OC)c(C)c1C (configuration not stated)
  i, -4
> Nc1c(-c2ccc(Cl)cc2)cnn1-c1cccc(C(F)(F)F)c1
  i, -1
> N#CC/C(N)=N/NC(=O)CCCNc1ncc(C(F)(F)F)cc1Cl
  i, -16
> Cc1ccc([N+](=O)[O-])cc1NC(=O)c1ccc(C(C)(C)C)cc1
  i, 11
> CCOC(=O)CC1(NC(=O)C2CCC(=O)N(C3CC3)C2)CCCCC1 (configuration not stated)
  i, -3
> CCC(C)NC(=O)CSc1nnc(-c2cc(OC)c(OC)c(OC)c2)c(-c2cc(OC)c(OC)c(OC)c2)n1 (configuration not stated)
  i, -46
> CCOC(=O)C1=C(N)Oc2cc(O)ccc2C1c1ccc(Br)cc1 (configuration not stated)
  i, -13

Each structure is followed by: CHT PAM, OX1R antagonist
> CC(=O)c1ccccc1OCc1ccc(S(=O)(=O)Cc2ccccc2)cc1
  i, -11
> CCOC(=O)c1ccccc1NC(=O)COC(=O)CN1C(=O)NC2(CCCC2)C1=O
  i, -12
> Cc1ccc(C(=O)NC2CCN(C(=O)Nc3ccc(F)cc3)CC2)cc1
  i, -23
> O=C(O)c1ccccc1NS(=O)(=O)c1ccc(NN=Cc2ccc(F)cc2)c([N+](=O)[O-])c1
  nt, -14
> COc1ccc(O)c(C=Nc2cc(C)on2)c1
  i, 1
> CN(C)CCNc1ncnc2c1sc1nc(N3CCOCC3)c3c(c12)CC(C)(C)SC3
  i, -6
> CC1CC(C)CN(CCCCOc2ccc([N+](=O)[O-])cc2)C1 (configuration not stated)
  i, -18
> Cc1ccc(S(=O)(=O)c2c(N)n(CC3CCOC3)c3nc4ccccc4nc23)cc1 (configuration not stated)
  i, -29
> O=C(Oc1ccc(-c2nccc(-c3ccccn3)n2)cc1)c1cccc(C(F)(F)F)c1
  i, -16
> CCn1c(SCC(=O)N(Cc2ccccc2)C2CCS(=O)(=O)C2)nc2ccccc2c1=O (configuration not stated)
  i, -28
> CCC(=O)N(CCC(Cc1ccccc1)c1ccco1)Cc1ccco1 (configuration not stated)
  i, -15
> CS(=O)(=O)c1cccc(-c2nnc(NC(=O)CCS(=O)(=O)c3ccccc3)o2)c1
  i, 1
> COc1ccccc1C(=O)NC(=S)Nc1ccc(Cc2ccncc2)cc1
  i, -8
> O=C(N/N=C/c1ccc(N2CCOCC2)cc1)c1cccs1
  i, -17
> O=C(NS(=O)(=O)Oc1ccccc1F)OC[C@@H]1CCCN2CCCCC12 (some centres not stated)
  i, -1
> O=C(O)Cc1ccc(OCc2ccc(Cl)nc2)cc1
  i, -14
> Cc1ccccc1C(=O)N1CCC(C(=O)OCc2nc(N)nc(Nc3ccccc3)n2)CC1
  nt, -36
> O=C(NN1CCOCC1)c1ccccc1NS(=O)(=O)c1ccc(F)cc1F
  nt, -5
> O=C(CCS(=O)(=O)c1ccccc1)Nc1nc(-c2ccc(F)cc2)cs1
  i, -10
> Cc1ccc2nc(N(CCCN(C)C)C(=O)c3ccco3)sc2c1
  i, -11
> COc1ccc(-c2nnc(SCc3cc(C)cc(C)c3)o2)cc1
  i, -16
> Cc1ccc(S(=O)(=O)CCC(=O)NC2CCCC2)cc1
  i, -13
> COC(=O)c1ccc(NC(=O)CSc2nnc(C(C)NC(=O)c3ccccc3Cl)n2C)cc1 (configuration not stated)
  i, -26
> COC(=O)c1[nH]c2cc(C)ccc2c1NC(=O)CN1CCOCC1
  i, -13
> COc1ccccc1NC(=O)c1ccc(Cl)c(S(=O)(=O)N2CCCCC2)c1
  i, -27
> COc1ccc(Br)cc1/C=C/C(=O)NC(=S)Nc1ccc(Cl)c(C(=O)O)c1
  i, 7
> CC1(C)C[C@@H]2C[C@@](C)(CN2C(=O)c2cc(COc3cccc(C(F)(F)F)c3)on2)C1
  i, -10
> COc1ccc(C2CC(c3cccc(OC)c3)n3nc(N)nc3N2)cc1 (configuration not stated)
  i, -4
> CC1CCN(S(=O)(=O)c2nnc(NC(=O)c3ccccc3Br)s2)CC1
  i, -8
> Cc1ccc(S(=O)(=O)/N=C(/Nc2ccc3[nH]c(=O)[nH]c3c2)c2ccc(F)cc2)cc1
  i, 1

SMILES | CHT PAM | OX1R antagonist
COc1ccc(N2C(=O)c3cccc4cccc(c34)C2=O)nn1 | i | -18
CSc1ccccc1OCc1cc(C(=O)N(C)C(C)c2nc(C)cs2)no1 (configuration not stated) | i | -24
Cc1nc(-c2cccnc2)sc1C(N)=O | i | 6
COc1cc(S(=O)(=O)N2CCN(Cc3cccs3)CC2)ccc1NC(C)=O | nt | -22
Cc1ccccc1C(=O)c1cccn1CC(=O)NCc1ccc(F)cc1 | i | -23
O=S(=O)(/N=C(/Nc1ccc(Cl)cc1Cl)c1ccccc1)c1cccs1 | i | -12
Cc1ccc(C(=O)NCC(=O)N2CCC3(CC2)NCCc2[nH]cnc23)cc1C | i | 3
CCOC(=O)C1(Cc2ccccc2Cl)CCN(C(=O)CCn2ccnc2C)CC1 | i | -23
NS(=O)(=O)c1ccc(CCNC(=O)c2cc3ccccc3oc2=O)cc1 | i | 12
CCCCOc1ccc(N2C(=O)CC(N(CCc3ccccc3)C(=O)/C=C/C(=O)O)C2=O)cc1 (configuration not stated) | i | -21

SMILES | CHT PAM | OX1R antagonist
COc1cccc(NC(=O)COC(=O)c2ccc(F)cc2F)c1 | i | -11
Cc1oc2c(C)c(O)ccc2c(=O)c1N1C(=O)c2ccccc2C1=O | i | 7
O=C1NC(=S)S/C1=C1\Sc2ccccc2N1CCCS(=O)(=O)O | i | -7
O=C(COc1ccc(Cl)cc1Cl)Nc1noc2ccccc12 | i | -34
Cn1ccnc1C(=O)c1cc(=O)c2ccccc2o1 | i | -3
Cc1cc(C)c2c(c1)cc(C)c1nnc(SCC(=O)Nc3ccc(S(=O)(=O)N4CCCCC4)cc3)n12 | i | -7
COc1ccc(CN(C)CC(=O)NC(=O)NCc2ccccc2)cc1OC | i | -30
CN(C)C(=O)CCC(=O)N1CCCCC1C(=O)Nc1ccc(Oc2ccccc2F)cc1 (configuration not stated) | i | -29
O=C1NC(=O)/C(=C\c2ccc(OCc3cnc(Cl)s3)cc2)S1 | i | -16
CCCn1c(SCC(N)=O)nnc1-c1ccco1 | i | -15

SMILES | CHT PAM | OX1R antagonist
CCCN(CCC)S(=O)(=O)c1ccc(C(=O)Nc2nc(-c3ccccc3)c(C(=O)OCC)s2)cc1 | i | -11
CC(C)(C)n1ncc2c(=O)n(CC(=O)c3ccccc3)cnc21 | i | -8
CN(Cc1cccs1)S(=O)(=O)c1ccc(Cl)cc1F | nt | 14
COc1ccc(-c2noc(CCC(=O)NCC3CCCO3)n2)cc1 (configuration not stated) | i | 8
CCCCC1(CCCC)NC(=S)N(Nc2ccc(C)cc2)C1=O | i | -16

Two of the compounds above, with each value named:
> CSc1nccc(N2CCN(c3ccc(F)cc3)CC2)n1
  CHT PAM: i	OX1R antagonist: -24

> Nn1c(SCc2ccc(F)cc2)nnc1-c1cccnc1
  CHT PAM: i	OX1R antagonist: -14

Reformatted with each value named: entries from further up.
mol: CC(C)(C)n1ncc2c(=O)n(CC(=O)c3ccccc3)cnc21
  CHT PAM = i	OX1R antagonist = -8
mol: CN(Cc1cccs1)S(=O)(=O)c1ccc(Cl)cc1F
  CHT PAM = nt	OX1R antagonist = 14

High-throughput results as filed in PubChem BioAssay.
